Compound activity (PubChem BioAssay)
HKDC1 inh – blocks human hexokinase HKDC1 activity. Q2TB90. recombinant HKDC1, G6PDH/diaphorase resazurin coupled fluorescence. inhibition, % at 20 µM. 0.16% of 340,000 active. AID 493160;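 active = inhibition above about 35% when tested at 20 µM, limit read from the data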;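 also: plate controls were DMSO wells with enzyme for no effect and DMSO wells lacking enzyme for full effect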
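Incubation: 90 min at room temperature in dark / Material: recombinant HKDC1 (HK5) hexokinase enzyme, produced in-house / Quantity: enzyme 5 µg/mL final / Compound: one dose of 20 µM, 1% DMSO / Reagent: glucose and ATP substrates / Buffer or medium: Tris pH 8.0 buffer with MgCl2, Tween-20, BSA, BME / Technique: resorufin fluorescence at 613 nm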
ATG4B inh – inhibitors of human ATG4B cysteine protease. ATG4B cleavage of LC3-PLA2, NBD-HPC fluorescence, 1 h. inhibition, % at 8.33 µM. 0.51% of 340,000 active. AID 504462; in the data active = inhibition above about 40%
Target sequence (Q9Y4P1 whole entry, looked up): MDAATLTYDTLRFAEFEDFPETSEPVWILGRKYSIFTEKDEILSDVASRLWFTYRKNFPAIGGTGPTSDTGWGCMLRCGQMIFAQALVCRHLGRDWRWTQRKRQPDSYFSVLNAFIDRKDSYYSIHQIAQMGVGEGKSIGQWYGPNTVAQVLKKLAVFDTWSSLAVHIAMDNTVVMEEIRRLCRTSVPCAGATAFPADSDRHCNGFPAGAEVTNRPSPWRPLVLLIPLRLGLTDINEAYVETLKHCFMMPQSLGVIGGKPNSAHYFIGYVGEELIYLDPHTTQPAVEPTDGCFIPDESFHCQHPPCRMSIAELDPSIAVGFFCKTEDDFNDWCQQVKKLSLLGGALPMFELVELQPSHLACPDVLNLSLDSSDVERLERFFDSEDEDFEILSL
PfGluPho inh – PfG6PD (Plasmodium falciparum) enzyme inhibition; PfGluPho enzyme, NADPH resazurin-diaphorase fluorescence; inhibition, % at 20 µM; 0.78% of 350,000 active; AID 504690;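 active = inhibition reaching at least a set limit at 20 µM in the primary screen, cut at about 59% in these data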;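 also: 0% = DMSO wells with substrate and 100% = DMSO wells lacking glucose-6-phosphate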
* marks the source's active call; other numbers are inactive results; . = not tested or not shown. Only part of the results is shown; count on the stated rates, not on these rows.

SMILES	HKDC1 inh	ATG4B inh	PfGluPho inh
COC(=O)C1=C(c2ccc(OCc3ccccc3)cc2)C[C@@H]2CC[C@H]1N2C(=O)NCCCCc1ccccc1	.	.	16
CCCC1(CC(C)CC)C(=O)NC(=O)NC1=O (stereo not given)	.	.	2
Cc1ccc(-n2c(=S)[nH]c3ccccc3c2=O)cc1C	.	.	-1
O=C(Nc1cc(Cl)cc(Cl)c1)N1Cc2ccccc2-n2nncc2C1	.	.	28
COCCNC(=S)N1Cc2ccccc2-n2nncc2C1	.	.	6
COc1ccccc1CNCCc1cccc(Cl)c1	.	.	-11
C[C@]12CC[C@@H](O)CC1=CC(=O)C1C2CC[C@]2(C)C(=O)[C@H](O)CC12 (stereo not given in full)	.	.	-13
CCOC(=O)c1cccc(C2=C(CNC(C)=O)[C@H]3CC[C@@H](C2)N3Cc2ccccc2)c1	.	.	-24
CC(C)(C)NC(=S)N1Cc2ccccc2-n2nncc2C1	.	.	-2
Cc1ncc(C(=O)O)n1C(C)c1ccccc1 (stereo not given)	.	.	0
Cc1ccc(OC(=O)N(C)C[C@@H]2OCc3cnnn3CCCC(=O)N([C@H](C)CO)C[C@H]2C)cc1	.	.	8
C[C@@H]1CN([C@H](C)CO)C(=O)CCCn2cc(nn2)CO[C@H]1CN(C)C(=O)Oc1cccc2ccccc12	.	.	8
O=C(Nc1cccc2ccccc12)N1Cc2ccccc2-n2nncc2C1	.	.	24
CCN1C(=O)CC(=O)N(CC)C1=S	.	.	9
COc1ccc(OC(=O)N(C)C[C@@H]2OCc3ccccc3-c3c(n(C)c4ccccc34)C(=O)N([C@H](C)CO)C[C@@H]2C)cc1	.	.	6
Cc1cc(C)c(NC2=NCCS2)cc1C	.	.	17
CS(=O)(=O)c1ccc(C2=C(CNC(=O)c3cccs3)[C@H]3CC[C@@H](C2)N3Cc2ccccc2)cc1	.	.	-26
N#Cc1ccc(CN2Cc3ccccc3-n3nncc3C2)cc1	.	.	21
C[C@@H]1CN([C@@H](C)CO)C(=O)CCCn2cc(nn2)CO[C@H]1CN(C)C(=O)Oc1ccc2ccccc2c1	.	.	3
Clc1ccccc1CNCCc1c[nH]c2ccccc12	.	.	6
C[C@@H]1CN([C@@H](C)CO)C(=O)CCCn2nncc2CO[C@H]1CN(C)C(=O)Oc1ccccc1	.	.	6
CN(c1ccc(O)cc1)c1ccc([N+](=O)[O-])c2nonc12	.	.	8
C[C@@H]1CN([C@@H](C)CO)C(=O)CCCn2nncc2CO[C@@H]1CN(C)C(=O)Oc1ccccc1	.	.	-3
O=C(OCc1ccccc1)N1CCC2CC1c1cc(N3Cc4ccccc4-n4nncc4C3)ccc12 (stereo not given)	.	.	16
CC(C)CN1Cc2ccccc2-n2nncc2C1	.	.	-9
Cc1ncoc1C(=O)NCC1=C(c2ccc(S(C)(=O)=O)cc2)C[C@@H]2CC[C@H]1N2Cc1ccco1	.	.	3
Fc1ccc(NC(=S)N2Cc3ccccc3-n3nncc3C2)cc1	.	.	5
C[C@H](CO)N1C[C@H](C)[C@@H](CN(C)C(=O)Oc2ccc3ccccc3c2)OCc2cnnn2CCCC1=O	.	.	-19
C[C@H](CO)N1C[C@H](C)[C@@H](CN(C)C(=O)Oc2cccc3ccccc23)OCc2cn(nn2)CCCC1=O	.	.	-13
C[C@H]1CN([C@@H](C)CO)C(=O)CCCn2nncc2CO[C@H]1CN(C)C(=O)Oc1ccccc1	.	.	-6

3 successive compounds out of the list so far:
SMILES	HKDC1 inh	ATG4B inh	PfGluPho inh
Cc1cc(C)c(NC2=NCCS2)cc1C	.	.	17
CS(=O)(=O)c1ccc(C2=C(CNC(=O)c3cccs3)[C@H]3CC[C@@H](C2)N3Cc2ccccc2)cc1	.	.	-26
N#Cc1ccc(CN2Cc3ccccc3-n3nncc3C2)cc1	.	.	21

Going on with the list:
SMILES	HKDC1 inh	ATG4B inh	PfGluPho inh
NN=C1C(Cl)=C(Cl)C(Cl)=C1Cl	.	.	18
C[C@]12CCC3C(CC[C@H]4C[C@@H](O)CC[C@]34C)C1=CC[C@@H]2O (stereo not given in full)	.	.	-12
COc1ccc(S(=O)(=O)N2Cc3ccccc3-n3nncc3C2)cc1	.	.	2
COC(=O)C1=C(c2ccc(OCc3ccccc3)cc2)C[C@@H]2CC[C@H]1N2C(=O)NCc1ccc(Cl)cc1	.	.	25
CS(=O)(=O)c1ccc(C2=C(CNC(=O)c3ccncc3)[C@H]3CC[C@@H](C2)N3Cc2ccco2)cc1	.	.	6
C1=NCCCN2CCCCC12 (stereo not given)	.	.	-4
O=S(=O)(c1cccc(C(F)(F)F)c1)N1Cc2ccccc2-n2nncc2C1	.	.	13
COc1ccc(OC(=O)N(C)C[C@H]2OCc3cnnn3CCCC(=O)N([C@@H](C)CO)C[C@H]2C)cc1	.	.	-2
COC(=O)C1=C(c2ccc(OCc3ccccc3)cc2)C[C@@H]2CC[C@H]1N2C(=O)NCc1cccc(F)c1	.	.	15
c1ccc(CN2Cc3ccccc3-n3nncc3C2)cc1	.	.	-5
COc1ccc(OC(=O)N(C)C[C@H]2OCc3cnnn3CCCC(=O)N([C@H](C)CO)C[C@H]2C)cc1	.	.	5
CC1=CP(=O)(Oc2ccc([N+](=O)[O-])cc2)CC1 (stereo not given)	.	.	-7
Cc1cc(C)c(C)c(C(O)(C(=O)O)c2ccccc2)c1 (stereo not given)	.	.	-15
O=C(NCC1=C(c2ccc3ccccc3c2)C[C@@H]2CC[C@H]1N2Cc1ccco1)c1ccncc1	.	.	6
c1coc(CN2Cc3ccccc3-n3nncc3C2)c1	.	.	-1
Cc1ccc(OC(=O)N(C)C[C@H]2OCc3cnnn3CCCC(=O)N([C@H](C)CO)C[C@@H]2C)cc1	.	.	-4
CC(C)c1ccc(N2C(=O)NC(=O)/C(=C/C=C/c3ccco3)C2=O)cc1	10	9	11
CCC1(c2ccccc2)C(=O)NC(=S)NC1=O	-2	-5	7
Nc1ccc(Cc2ccc(N)c(Cl)c2)cc1Cl	0	4	-5
C=CC(=O)OCCO	-5	4	-7
CC=C(CC)C1(CC)C(=O)NC(=S)NC1=O	1	-7	6
CC(=O)OC1CCC2(C)C(=CC(=O)C3C2CCC2(C)C(OC(C)=O)CCC32)C1 (stereo not given)	-2	1	-1
COc1cc2c(cc1/C=C/[N+](=O)[O-])OCO2	2	-1	19
CC(C)(O)C1C2OC(=O)C1C1(O)CC3OC34C(=O)OC2C14C (stereo not given)	-2	-5	9
O=C1NC(=O)C(=Cc2c(Cl)cccc2Cl)C(=O)N1	1	-1	21
O=C1NC2C(=CC(O)C(O)C2O)c2cc3c(cc21)OCO3 (stereo not given)	0	-2	5
O=[N+]([O-])c1ccc(C(=Nc2ccccc2)N2CC2)cc1	4	1	2
O=c1c([N+](=O)[O-])cn(O)cc1[N+](=O)[O-]	-2	-7	6
CC(=O)c1ccc2c(c1)C1C(Cl)C(Sc3ccccc3[N+](=O)[O-])CC1C(C(=O)O)N2 (stereo not given)	20	9	35
CC(C)Oc1cccnc1N(C)C1CCN(Cc2ccccc2)CC1	-11	1	0

3 entries from above, reformatted:
> COc1cc2c(cc1/C=C/[N+](=O)[O-])OCO2
- HKDC1 inh = 2
- ATG4B inh = -1
- PfGluPho inh = 19
> CC(C)(O)C1C2OC(=O)C1C1(O)CC3OC34C(=O)OC2C14C (stereo not given)
- HKDC1 inh = -2
- ATG4B inh = -5
- PfGluPho inh = 9
> O=C1NC(=O)C(=Cc2c(Cl)cccc2Cl)C(=O)N1
- HKDC1 inh = 1
- ATG4B inh = -1
- PfGluPho inh = 21

Next part.
SMILES	HKDC1 inh	ATG4B inh	PfGluPho inh
Cc1[nH]c2ccccc2c1CN1CCCCC1	-6	0	-3
COc1cc2c(c(OC)c1OC)-c1ccc(O)cc1C(NC(C)=O)CC2 (stereo not given)	1	-3	-7
CCC1(CC(C)c2ccccc2)C(=O)NC(=O)NC1=O (stereo not given)	-5	-2	-4
C=C1C(=O)OC2CC3(C)OC3CCC(C)=CC(OC(C)=O)C12 (stereo not given)	1	-6	-5
Cc1ccccc1NC(=NCCCN1CC1)Nc1ccccc1C	9	5	39
CCOP(=S)(OCC)Oc1cc(C)nc(C(C)C)n1	-5	-4	39
COc1ccc(C=C2C(=O)NC(=S)NC2=O)cc1OC	-7	1	10
Cc1ccccc1CN1Cc2cnnn2-c2ccccc2C1C#N (stereo not given)	9	14	8
CN1Cc2cnnn2-c2ccccc2C1C#N (stereo not given)	1	0	-15
CCC(C)N1C(=O)/C(=C/c2ccc3c(c2)CCN3CCCCl)C(=O)NC1=S (stereo not given)	15	1	30
CC(=O)OC(C)(C)/C=C/C(=O)[C@](C)(O)[C@H]1[C@H](O)C[C@@]2(C)[C@@H]3CC=C4[C@H](C[C@H](O)C(=O)C4(C)C)[C@]3(C)C(=O)C[C@]12C	0	-2	-10
O=C1c2ccccc2-c2cccc3cccc1c23	0	3	24
COc1ccc(/C=C2/C(=O)NC(=S)N(C3CC3)C2=O)cc1CN1C(=O)c2ccccc2C1=O	1	-10	4
N#CC12CNCC1CN=N2 (stereo not given)	-1	-1	5
O=P(N1CCCCCC1)(N1CCCCCC1)N1CC1	-7	-17	10
CC(N)C(=O)NC1C2C(=C(O)CC(O)C2O)C(=O)OC1(C)C(Cl)Cl (stereo not given)	-2	10	-1
COC1CCC(OC2CC(C3(C)CCC4(CC(O)C(C)C(C(C)/C=C(\C)C(=O)C(C)CC(C)C(=O)O)O4)O3)OC3(OC(C4OC(O)(CO)C(C)CC4C)CC3C)C2C)OC1C (stereo not given)	6	-3	5
CCOC(=O)C1(c2ccccc2)CCN(CC(=O)c2ccc(NC(C)=O)cc2)CC1	-3	-3	8
CC(CC(C)(C)N1CC1)=NO	-4	-1	-3
CSc1ncc(/C=C2/C(=O)NC(=O)N(c3ccc(Cl)cc3)C2=O)cn1	3	6	-20
COc1ccc(-c2cc(=NCCC(=O)O)c3cc(C)ccc3o2)cc1	-6	2	16
COc1cc([N+](=O)[O-])c2nc(C)ccc2c1[N+](=O)[O-]	3	-12	20
C[C@]12C=CC(=O)C=C1CC[C@@H]1[C@@H]2CC[C@]2(C)C(=O)CC[C@@H]12	-3	-22	3
Cc1cccc(N2CCC3(CC2)C(=O)NC(=O)NC3=O)c1	-9	-6	5
ClCCN(CCCl)c1ccc(C2=NCCc3ccccc32)cc1	-6	40*	14
O=C1NC2C(=CC(O)C(O)C2O)c2cc3c(c(O)c21)OCO3 (stereo not given)	-6	-4	-10
CC[C@H]1OC(=O)C[C@@H](O)[C@H](C)[C@@H](O[C@@H]2O[C@H](C)[C@@H](O[C@H]3C[C@@](C)(O)[C@@H](O)[C@H](C)O3)[C@H](N(C)C)[C@H]2O)[C@@H](CC=O)C[C@@H](C)C(=O)/C=C/C(C)=C/[C@@H]1CO[C@@H]1O[C@H](C)[C@@H](O)[C@@H](OC)[C@H]1OC	-8	0	-3
Cc1ccccc1-c1ccc2n1Cc1cnnn1-c1ccccc1-2	2	24	4
C=C1C(C)C2C(Cc3ccccc3)NC(=O)C23OC(=O)/C=C/C(O)CCCC(C)C/C=C/C3C1O (stereo not given)	-7	-1	4
O=C(Cc1ccccc1)N1CCN(Cc2ccc(Cl)cc2)CC1	-3	5	5

Compound profiles, from the list above.
`Cc1cccc(N2CCC3(CC2)C(=O)NC(=O)NC3=O)c1` is listed as HKDC1 inh = -9; ATG4B inh = -6; PfGluPho inh = 5
`O=S(=O)(c1cccc(C(F)(F)F)c1)N1Cc2ccccc2-n2nncc2C1` is listed as HKDC1 inh = .; ATG4B inh = .; PfGluPho inh = 13
`O=C(NCC1=C(c2ccc3ccccc3c2)C[C@@H]2CC[C@H]1N2Cc1ccco1)c1ccncc1` is listed as HKDC1 inh = .; ATG4B inh = .; PfGluPho inh = 6

(listing goes on)
SMILES	HKDC1 inh	ATG4B inh	PfGluPho inh
Clc1ccc(-c2nc3ccc(Cl)cn3c2CN2CCCCC2)cc1	1	8	48
CC(=O)OC1C2(CC3N4C(=O)C5(CO)SSC4(CC31O)C(=O)N5C)OC(C)C(C)(C)C2=O (stereo not given)	-42	1	19
CC1=CC2OC3CC4OC(=O)C=CC=CC(C(C)O)OCC(O)C5(C)OC5C(=O)OCC2(CC1O)C4(C)C31CO1 (stereo not given)	-9	-2	-4
COc1cccc2c1N=C1CCCC3CN(C(C)=O)CCC123 (stereo not given)	-6	-6	0
O=C1NC(=O)C2(CCN(S(=O)(=O)c3ccccc3)CC2)C(=O)N1	0	3	-17
CC1([N+](=O)[O-])COP(=O)(Nc2cccc(F)c2)OC1 (stereo not given)	-5	2	-17
O=[N+]([O-])c1ccc(N2CC2)c([N+](=O)[O-])c1	-3	2	33
CC1=CC2OC3CC4OC(=O)C=CC=CC(C(C)O)OCC(O)C(C)CC(=O)OCC2(CC1O)C4(C)C31CO1 (stereo not given)	-5	-2	-9
COc1ccc(S(=O)(=O)N2Cc3cnnn3-c3ccccc3C2C#N)cc1 (stereo not given)	-5	2	14
COc1cc2cc(C(=O)N3CC(COS(C)(=O)=O)c4ccc(O)cc43)[nH]c2c(OC)c1OC (stereo not given)	14	-6	18
N#CC1c2ccccc2-n2nncc2CN1C(=O)CCc1ccccc1 (stereo not given)	1	4	-11
COc1cc2c(cc1OC)C13CCN4CC5=CCOC(CC(=O)O)C(C5CC41)C3N2 (stereo not given)	4	1	46
O=C1NC(=O)N(CCc2ccc(F)cc2)C(=O)/C1=C\C=C\c1ccccc1	21	0	3
CN(C)c1ccc(C=C2C(=O)NC(=O)NC2=O)cc1	-6	-5	26
CN1C(=O)C[N+]([O-])=C(c2ccccc2)c2cc(Cl)ccc21	-6	4	-18
